Screening data from PubChem BioAssay.
EPAC2 agonist: EPAC2 (human) agonism; EPAC2 activation, biochemical qHTS; response scale: 100% = 6.5 mM cAMP response; Potency, µM (doses to about 154 µM), for the others: at the top dose activation, hits mostly activators; 0.079% of 360,000 active; AID 720711; Q8WZA2; note: nearly all actives have a fitted effect of over 50% in size
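Setup: EPAC2 100 nM, labeled Rap1B complex 250 nM, free GDP 50 uM. Compound titrations pinned in, brief spin, 5 min room temperature incubation. Kinetic fluorescence read over 30 min, normalized to 6.5 mM cAMP.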
PTHR1 agonist: agonists of human PTHR1 parathyroid hormone receptor; HEK293 GP2 PTHR1 cells, GloSensor cAMP luminescence, 1 h; 0.075% of 410,000 active; Q03431; Potency, µM (titrated, usually from 115 µM), inactives show at the top dose activation, most hits filed as activators; note: nearly all actives have a fitted effect of over 55% in size; some results filed as inactive show a strong effect at the top dose; inactives centre near -15; many of its hits are not listed in these tables
Target sequence (Q03431 whole entry, looked up): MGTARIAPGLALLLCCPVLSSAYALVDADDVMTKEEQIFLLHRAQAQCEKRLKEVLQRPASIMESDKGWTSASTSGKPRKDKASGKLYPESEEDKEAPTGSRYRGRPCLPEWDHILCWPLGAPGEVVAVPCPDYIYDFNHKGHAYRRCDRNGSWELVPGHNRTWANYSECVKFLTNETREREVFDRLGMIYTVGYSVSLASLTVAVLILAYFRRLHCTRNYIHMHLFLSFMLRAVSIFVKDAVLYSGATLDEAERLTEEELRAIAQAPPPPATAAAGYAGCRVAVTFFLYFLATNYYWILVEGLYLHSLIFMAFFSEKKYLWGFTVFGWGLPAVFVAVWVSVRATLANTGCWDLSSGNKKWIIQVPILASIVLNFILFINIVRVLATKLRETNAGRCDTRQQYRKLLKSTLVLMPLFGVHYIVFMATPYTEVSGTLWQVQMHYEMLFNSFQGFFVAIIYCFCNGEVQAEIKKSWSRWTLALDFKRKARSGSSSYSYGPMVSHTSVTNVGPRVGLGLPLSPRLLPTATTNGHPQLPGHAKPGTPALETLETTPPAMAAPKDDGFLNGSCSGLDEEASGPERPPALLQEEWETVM
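HEK-293-derived GP2 cells expressing PTHR1 and a GloSensor cAMP reporter, 3,000/well, plated overnight, given luciferin plus IBMX (each 0.5 mM as added) for 1 h at 37 °C, then compound for 1 h at 37 °C. Luminescence was read after 15 min at room temperature.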
TDP-43 yeast inh: rescues yeast growth from TDP-43 toxicity | TDP-43 expressing yeast growth rescue, BacTiter-Glo, 24 h | Potency, µM (series often up to 46.1 µM), without a hit: at the top dose growth rescue (activation), actives largely listed as activators | 1.8% of 410,000 active; note: % of control where 0% means no effect; nearly all actives have a fitted effect of over 50% in size
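Yeast expressing TDP-43 (pregrown in raffinose, seeded at OD600=0.02 in galactose medium) exposed to compounds 24 hr at 30 deg C. Growth read by BacTiter-Glo luminescence; rescue of toxicity appears as increased signal.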
aSyn yeast inh: rescues yeast growth from alpha-synuclein toxicity | Potency, µM (highest dose often 46.1 µM), for inactives: top-dose growth rescue (activation), most hits filed as activators | Yeast expressing alpha-synuclein, growth rescue, BacTiter-Glo, 24 h | 0.14% of 370,000 active | AID 652106; note: % of control where 0% means no effect; nearly all actives have a fitted effect of over 65% in size
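Readout is rescue of growth in alpha-synuclein-expressing yeast, so inhibitors of toxicity appear as activators. Growth after 24 hr at 30 deg C in galactose medium is quantified by luminescence.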
EPAC1 antagonist: antagonists of human EPAC1 | EPAC1 GEF assay, Rap1b-BODIPY-GDP exchange fluorescence | 0.14% of 360,000 active | Potency, µM (highest dose often 115 µM), for inactives: top-dose activity change, negative = inhibition, most hits filed as inhibitors | O95398;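 note: plate controls were vehicle for no effect and positive control for full effect; nearly all actives have a fitted effect of over 50% in size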
FUS yeast rescue: suppressors of FUS proteinopathy in yeast. 0.24% of 390,000 active. Potency, µM (titrated, usually from 76.6 µM), without a hit: top-dose growth rescue (activation), usual class: activators. S. cerevisiae FUS-expressing, growth rescue, OD600, 24 h;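 note: plate controls were DMSO vehicle for no effect and reference control for full effect; nearly all actives have a fitted effect of over 55% in size; some results filed as inactive show a strong effect at the top dose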
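Yeast FUS proteinopathy model; galactose-induced FUS (2%), starting OD 0.005. Cpds in dilution series, 24hr, 30C, 99% humidity. Abs 600 nm growth. Pos ctrl CP55940 (top 92uM final); neg ctrl DMSO.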
EPAC2 antag: blocks human EPAC2 exchange factor; EPAC2 GEF exchange of Rap1B-BODIPY-GDP, fluorescence; AID 720708; Potency, µM (top dose mostly 114 µM), for the others: at the highest dose activity, negative = inhibition, hits mostly inhibitors; 0.18% of 360,000 active; note: % is set by controls: 0 for no effect and ±100 for the full control effect; nearly all actives have a fitted effect of over 45% in size; many of its hits are not listed in these tables
EPAC1 agonist: activates human EPAC1 exchange factor | 0.073% of 360,000 active | EPAC1 agonist qHTS, biochemical assay; response scale: 100% = response to 6.5 mM cAMP | O95398 | Potency, µM (highest dose often 154 µM), for inactives: at the highest dose activation, actives largely listed as activators; note: nearly all actives have a fitted effect of over 60% in size
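Nucleotide exchange assay: 100 nM EPAC1 with 250 nM Rap1B loaded with BODIPY-GDP and 50 uM GDP, room temperature. Fluorescence (480/540 nm) read every 5 min for 30 min; signal change normalized to 6.5 mM cAMP as full agonist.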
* hit, by the source's call; i = inactive; u = inconclusive; x = not tested or not shown; & = joins results of further samples; [ ] = remark or other dose. Calls come from the whole dose curve; as a rule, active = well fitted curve in the direction sought with a large enough effect; inconclusive = small, poorly fitted or top-dose-only effect, or another doubt; inactive = no such curve, though single readings can be large; an effect the other way counts as inactive or inconclusive. Potency is the fitted concentration of half-maximal effect.

A first look:
SMILES	EPAC2 agonist	PTHR1 agonist	TDP-43 yeast inh	aSyn yeast inh	EPAC1 antagonist	FUS yeast rescue	EPAC2 antag	EPAC1 agonist
OCC1(Cc2cccc(C(F)(F)F)c2)CCN(Cc2cc(F)cc(F)c2)CC1	-18%	-20%	-12%	11%	-17%	-3%	u	-7%
COc1ccc2sc(-c3ccccc3OC)c(-c3ccc(O)cc3)c2c1	6%	-7%	-91%[inhibitor]	-62%[inhibitor]	-11%	u	3%	3%
O=[N+]([O-])c1cccc(OCc2cn3cccnc3n2)c1	14%	9%	-2%	-3%	-11%	-11%	1%	3%
O=c1[nH]c2ccccc2cc1CN(CC1CCCO1)S(=O)(=O)c1ccc(Cl)cc1 (stereo not drawn)	15%	-27%	-12%	2%	-10%	15%	-13%	-2%

All compounds of this part (from the top)
SMILES	EPAC2 agonist	PTHR1 agonist	TDP-43 yeast inh	aSyn yeast inh	EPAC1 antagonist	FUS yeast rescue	EPAC2 antag	EPAC1 agonist
OCC1(Cc2cccc(C(F)(F)F)c2)CCN(Cc2cc(F)cc(F)c2)CC1	-18%	-20%	-12%	11%	-17%	-3%	u	-7%
COc1ccc2sc(-c3ccccc3OC)c(-c3ccc(O)cc3)c2c1	6%	-7%	-91%[inhibitor]	-62%[inhibitor]	-11%	u	3%	3%
O=[N+]([O-])c1cccc(OCc2cn3cccnc3n2)c1	14%	9%	-2%	-3%	-11%	-11%	1%	3%
O=c1[nH]c2ccccc2cc1CN(CC1CCCO1)S(=O)(=O)c1ccc(Cl)cc1 (stereo not drawn)	15%	-27%	-12%	2%	-10%	15%	-13%	-2%
O=C(/C=C/c1ccc(Cl)cc1)Nc1ccc(N2CCCCC2)cc1	0%	13%[57.5 µM]	-34%[inhibitor]	-18%	6%	23%	9%	-3%
Cc1nc(Nc2nc3ccccc3o2)nc2c1CCC2	5%	-22%[57.5 µM]	17%	-7%	-21%	18%	-16%	7%
Cc1cc(OC(C)C)nc(NCc2ccccc2)n1	-27%	i	12%	6%	0%	-19%	-8%	-4%
COC(=O)N/N=C/c1ccc(OCCSc2ccc(Cl)cc2)c(OC)c1	5%	-35%	26%	12%	6%	x	5%	3%
CCOc1ccccc1-n1c(SCC(N)=O)nnc1-c1ccccc1	9%	i	-7%	9%	13%	11%	4%	8%
COC(=O)CNC(=O)c1ccccc1[N+](=O)[O-]	12%	i	-19%	-8%	-10%	5%	0%	6%
COC(=O)[C@H](Cc1ccccc1)NC(=O)NCc1ccc(S(N)(=O)=O)cc1	-6%	i	-10%	-1%	-14%	x	0%	3%
Cc1cc2cc3c(=O)[nH]c(=O)cc-3n(CC(O)C(O)C(O)CO)c2cc1C (stereo not drawn)	26%	i	11%	-13%	-5%	2%	-5%	-2%
CCOC(=O)NC(=O)C(=CNc1cccc(OC)c1)C(=O)NC(=O)OCC	5%	i	-10%	3%	12%	-7%	6%	3%
CO/N=C(/CNC(=O)c1ccc(F)cc1)c1ccc(Cl)cc1	-3%	i	27%	-12%	6%	x	5%	-6%
Cc1nc2ccccc2c(=O)n1/N=C/c1ccncc1	6%	i	6%	-3%	-6%	20%	-2%	-1%
Cc1cc(C)n2nc(C(=O)N/N=C/c3cccs3)nc2n1	0%	-19%	-26%[0.397 µM]	-3%	0%	24%	16%	-12%
Cc1c(Br)c([N+](=O)[O-])nn1CC(=O)Nc1ccccn1	1%	i	-2%	-7%	-5%	8%	-4%	6%
NC(=O)Nc1ccc(Oc2c(F)c(F)c(F)c(F)c2F)cc1	-7%	-18%[57.5 µM]	7%	8%	-12%	2%	-9%	-1%
Cc1ccc(N=C2CCCN2Cc2ccccc2)c(C#N)c1	9%	-35%[inhibitor]	14%	0%	-8%	x	u	7%
Cc1cc(NS(=O)(=O)c2ccc(NC(NC(=O)C(C(F)(F)F)C(F)(F)F)(C(F)(F)F)C(F)(F)F)cc2)no1	-30%[inhibitor]	-1%	6%	0%	-4%	-12%	2%	0%
CCOC(=O)c1c(NC(=O)C[n+]2ccc(Cc3ccccc3)cc2)sc(C)c1C	15%	i	-15%	-17%	-11%	34%	2%	-1%
O=C(Nc1cccc(C(=O)Nc2ccc(F)cc2F)c1)c1ccccc1	-1%	-21%	21%	-9%	u	u	6%	-5%
O=C(COC(=O)C1CC2C=CC1C2)NCc1ccc(F)cc1 (stereo not drawn)	5%	-24%	17%	-6%	20%	0%	9%	6%
O=C(COc1ncnc2cc([N+](=O)[O-])ccc12)NCCc1ccc(Cl)cc1	2%	i	14%	0%	1%	18%	1%	1%
Cc1csc(N(C(=O)c2ccccc2F)c2ccccc2)n1	0%	-3%	-16%	0%	-16%	2%	-6%	-5%

Copied from the results shown (4 entries):
SMILES	EPAC2 agonist	PTHR1 agonist	TDP-43 yeast inh	aSyn yeast inh	EPAC1 antagonist	FUS yeast rescue	EPAC2 antag	EPAC1 agonist
Cc1cc(OC(C)C)nc(NCc2ccccc2)n1	-27%	i	12%	6%	0%	-19%	-8%	-4%
COC(=O)N/N=C/c1ccc(OCCSc2ccc(Cl)cc2)c(OC)c1	5%	-35%	26%	12%	6%	x	5%	3%
CCOc1ccccc1-n1c(SCC(N)=O)nnc1-c1ccccc1	9%	i	-7%	9%	13%	11%	4%	8%
COC(=O)CNC(=O)c1ccccc1[N+](=O)[O-]	12%	i	-19%	-8%	-10%	5%	0%	6%

Further compounds
SMILES	EPAC2 agonist	PTHR1 agonist	TDP-43 yeast inh	aSyn yeast inh	EPAC1 antagonist	FUS yeast rescue	EPAC2 antag	EPAC1 agonist
COc1ccc(NC(=O)CNS(=O)(=O)c2ccccc2)cc1Cl	7%	-13%[57.5 µM]	-17%	0%	8%	10%	0%	-3%
Cc1c(/C(O)=C2\C(=O)C(=O)N(CCCN(C)C)C2c2cccs2)cnn1-c1ccccc1 (stereo not drawn)	-4%	-21%	-18%	0%	-12%	25%	7%	-13%
O=C(Nc1ccc2c(c1)OCO2)C(c1ccc(Cl)cc1)N1CCC2(CC1)OCCO2 (stereo not drawn)	8%	i	-12%	0%	1%	1%	4%	8%
c1ccc(C(=C2CCCO2)c2ccccc2)cc1	-3%	-40%[inhibitor]	25%	-18%	-2%	x	u	15%
Cc1nn(-c2ccccc2)c(N2CCCC2)c1/C=N/NC(=O)c1cc(-c2ccccc2)nc2ccccc12	6%	i	4%	-3%	-9%	u	10%	2%
C=CCn1cc(C(=O)NCCCOC)c(=O)c2cc(S(=O)(=O)N3CCC(C)CC3)ccc21	-2%	i	8%	-1%	-9%	4%	-11%	1%
O=C(NCC(c1ccco1)N1CCc2ccccc2C1)c1ccc(F)cc1 (stereo not drawn)	4%	i	21%	-7%	3%	-1%	-12%	10%
COc1cc(/C=C2/SC(=O)NC2=O)ccc1OCc1ccccc1	-3%	18%	4%	-6%	u	2%	u	1%
COc1ccc(-n2c(C)cc(C3=NNC(=NC4CC4)SC3)c2C)cc1	7%	-5%	25%	-8%	0%	16µM*	-1%	17%
Cc1ccc(CSc2ncnc3ccccc23)cc1	1%	-19%	-13%[9.22 µM]	5%	-15%	22%	-17%	-5%
CN1CCN(C(=O)C[C@H]2C[C@H]3c4cc(NC(=O)NC5CCCCC5)ccc4O[C@H]3[C@@H](CO)O2)CC1	-3%	-21%	21%	2%	-3%	-15%	3%	3%
CC(C)C1C(=O)N(Cc2cn(CCC3OCCO3)nn2)CCS(=O)(=O)N1Cc1ccc(-c2cccc(CO)c2)cc1 (stereo not drawn)	-1%	-14%	26%	1%	3%	26%	10%	-10%
C/C(=N\NC(=S)NCc1ccccc1)c1ccc(Cl)cc1	3%	-12%	19%	1%	-18%	x	-13%	22%
Cc1ccc(S(=O)(=O)N2CCC(C(=O)N3CCC[C@H]3C(=O)NCc3ccco3)CC2)cc1	-2%	-13%	3%	-2%	-6%	x	6%	4%
NC(=O)C(c1ccccc1)c1ccc(C(=O)c2ccccc2)cc1 (stereo not drawn)	0%	-20%	-4%	10%	-17%	-14%	-10%	-1%
Cc1ccccc1CNS(=O)(=O)c1csc(C(N)=O)c1	1%	i	-1%&6%	-18%	13%	-8%&-8%	5%	-2%
Cc1ccc(C(=O)NC(=S)Nc2ccc3[nH]c(=O)[nH]c3c2)cc1C	15%	-4%	14%	3%	1%	-25%	1%	1%
Cn1c2[n+](c3ccc(Cl)cc3c1=O)Cc1ccccc1-2	-4%	i	16%	11%	14%	-16%	15%	-1%
COc1ccc(C(=O)NN(C)c2nc(-c3ccccc3)cc(C)c2S(C)(=O)=O)cc1	-8%	-16%	7%	-18%	12%	-13%	19%	-22%
CCC(CC)C(=O)Nc1cccc(-c2nc3ccccc3o2)c1	-5%	i	5%	-12%	13%	14%	0%	4%
Cc1ccc(C)c(N2CCN(C(=O)c3ccc(CS(=O)Cc4ccc(Cl)cc4)o3)CC2)c1 (stereo not drawn)	2%	-92%[inhibitor]	u	u	u	u	u	6%
COc1ccc(NC(=O)CSCC(=O)Nc2ccc(C)c(S(=O)(=O)N3CCCCCC3)c2)cc1	2%	-33%[inhibitor]	-5%	3%	-3%	24%	-3%	11%
CCOc1cc(N2CCOCC2)c(OCC)cc1NC(=O)c1c(-c2ccccc2Cl)noc1C	6%	i	x	6%	-22%	u	-5%	7%

Full records as entered above. Order of values: EPAC2 agonist	PTHR1 agonist	TDP-43 yeast inh	aSyn yeast inh	EPAC1 antagonist	FUS yeast rescue	EPAC2 antag	EPAC1 agonist
O=C(NCC(c1ccco1)N1CCc2ccccc2C1)c1ccc(F)cc1 (stereo not drawn) across the screens: 4%	i	21%	-7%	3%	-1%	-12%	10%
C/C(=N\NC(=S)NCc1ccccc1)c1ccc(Cl)cc1 across the screens: 3%	-12%	19%	1%	-18%	x	-13%	22%

This is a subset (hit frequency here may not be typical).
